Pf apPOL block – Pf-apPOL DNA polymerase inhibition | Recombinant Pf-apPOL, molecular beacon fluorescence, 1.5 h | inhibition, % at 10 µM | 210,000 compounds, 0.25% hits | AID 1794808
mHTT CaM bind – disrupts binding of mutant huntingtin to calmodulin | P42858 | AlphaScreen His-mHTT/GST-CaM binding, luminescence | inhibition, % at 15 µM | 190,000 compounds, 3.6% hits | AID 1671202;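 also: 0% = both proteins with DMSO and 100% = one protein alone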
The depositor's hits bear a star; i = inactive; . = no result given; & = joins results of further samples. Rule as the data show it: active = inhibition above about 50%; inactive = the rest.

SMILES	Pf apPOL block	mHTT CaM bind
CCOc1ccc(-n2ccn3cc(-c4ccccc4C)nc3c2=O)cc1	-5	-2
COc1cccc(NC(=O)N2CCCC2c2ccccc2Cl)c1 (configuration not stated)	0	-5
O=c1c2cn[nH]c2nc(SCc2cccc([N+](=O)[O-])c2)n1-c1ccccc1F	3	42
Cc1ccc([C@H]2C[C@H](n3cc(C4CC4)nn3)[C@@H](O)CN2Cc2cccs2)cc1	-3	80*
CC1CCc2c(cnc3c(C(=O)NCc4cccnc4)cnn23)C1 (configuration not stated)	-2	-5
Cc1oc(C2CCN(S(=O)(=O)c3ccc4c(c3)CCCC4)CC2)nc1C(=O)N(C)C	-4	14
Ic1ccc(C2=CC(c3ccccc3)n3nnnc3N2)cc1 (configuration not stated)	1	3
CSCCC(NC(=O)c1ccc(C(F)(F)F)cc1)C(=O)NN (configuration not stated)	0&20	.
O=C(Nc1nnc2ccccn12)c1ccccc1C(F)(F)F	-8	10
COc1ccc([N+](=O)[O-])cc1NC(=O)Cc1c(C(=O)O)[nH]c2ccc(Cl)cc12	-5	27
Cc1cc(C)nc(N=Cc2nc(-c3ccc(Br)cc3)oc2O)c1	-7	-2
CCOc1ccc(NC(=O)C2CCCN(c3nnc4ccc(Cl)cn34)C2)cc1 (configuration not stated)	-8	3
O=[N+]([O-])c1cc(C=NNc2ccc(Br)c(Cl)c2)cs1	-11	.
CCCCN(C)Cc1c(O)ccc2c3c(c(=O)oc12)CCC3	2	-1
O=C1c2ccc(-c3nc4ccccc4o3)cc2C(=O)N1CC1CCCO1 (configuration not stated)	5	3
COC(=O)c1ccc(C(=O)NCC2CCN(C(=O)Oc3ccccc3)CC2)cc1	-17	17
COc1ccc(CCN2C(=O)CC(C(=O)O)SC2=Nc2ccc(Cl)cc2)cc1OC (configuration not stated)	-5	17
c1ccc(CNc2cc(-n3cccn3)ncn2)cc1	0	-6
O=C(CC1COc2ccccc2NC1=O)Nc1cccc2ccccc12 (configuration not stated)	-80	69*
CCc1ccccc1N(CC)C(=O)C1CCCN(c2ncnc3c2nc2n3CCCCC2)C1 (configuration not stated)	0	4
COc1cc(C(=O)ON=C2C3CC4CC(C3)CC2C4)cc(OC)c1OC	-6	.
CC(O)c1nc2ccccc2n1CCOc1ccccc1 (configuration not stated)	-7&-4	-3&-1
CCC(C(=O)N1CCc2c(c(-c3nc(C)no3)nn2C)C1)c1ccccc1 (configuration not stated)	-5	-7
CCC(Cc1ccccc1)NC(=O)c1cn(CC)c2nc(C)ccc2c1=O (configuration not stated)	1	46
CC(C)C(=O)N(CC(=O)Nc1ccon1)C1CCCCC1	-3	-2
SMILES	Pf apPOL block	mHTT CaM bind
CCC(=O)N1CCN(c2ccc([N+](=O)[O-])c(NCCc3ccc(OC)c(OC)c3)c2)CC1	-5	1
O=C(NCCCN1CCCCC1)C1C2C=CC3(CN(Cc4cccs4)C(=O)C13)O2 (configuration not stated)	-5	-8
Cc1ccccc1Cc1nc(-c2ccnc(N3CCOCC3)c2)no1	2	-68
CCOc1ccc(CNC(=O)c2cc3c(s2)CCN(C(C)=O)C3)cc1	-7	10
CSC1=NCCN1C(=O)c1cccc(Br)c1	-6	1
COc1cc(CN2CCN(Cc3ccccc3C)CC2)cc(OC)c1OC	-3	-3
COc1ccccc1C(=O)N1CCN(Cc2noc3ccccc23)CC1	-5	9
O=C(NCc1cccc(Cl)c1)c1cc2n(n1)CCCN(Cc1ccc(Cl)cc1)C2=O	12	64*
CCc1cccc(C)c1NC(=O)Cn1cc2c(n1)CCC(C)C2 (configuration not stated)	-3	-12
CCC1Oc2ccc(C)cc2N(CC(=O)NCc2ccccn2)C1=O (configuration not stated)	-5	15
COc1ccc(SCC(=O)Nc2ccccc2)c([N+](=O)[O-])c1	-4	6
Oc1ccc(Br)cc1-c1nc(Cl)c2ccccc2n1	0	-1
COC(=O)c1ccc(NC(=O)N2CC(C)Oc3ccc(C)cc32)cc1 (configuration not stated)	-7	5
CCC(=O)Nc1ccc(C2(C(=O)NCC3CC3)CCCCC2)cc1	-3	-13
CC(C)(C)c1ccc(NC(=O)CCC(=O)N(Cc2ccccc2)Cc2ccccc2)cc1	-11	.
O=C(NC(Cc1ccccc1)C(=O)O)/C(=C/c1ccc2c(c1)OCO2)NC(=O)c1ccco1 (configuration not stated)	-27	2
Cc1ccc(-c2noc(C3CCN(CC(=O)NCc4ccc5c(c4)OCO5)CC3)n2)cc1	-2	8
CCOC(=O)N1CCc2nn(CC(=O)Nc3ccc(CC)cc3)c(=O)cc2C1	-9	7
Cc1nn(C(=O)COc2ccccc2)c(C)c1Sc1ccccc1	-5	0
N/C(=N\OC(=O)CCCOc1ccc(Cl)cc1Cl)c1ccncc1	-4	i
O=C(Nc1ccccc1)N1CCN(Cc2nc3cccnc3n2-c2cccc(F)c2)CC1	0	7
Cn1cc(CC(=O)Nc2ccc3c(c2)OCO3)c2ccccc21	-5	20
COc1ccccc1OCCN1C(=O)CCc2c(C)ncnc21	2	3
Cn1c(CC2CCN(S(=O)(=O)Cc3cccc(Cl)c3)C2)nc2cccnc21 (configuration not stated)	-3	9
Cc1nccn1Cc1noc(-c2ccccc2F)n1	-1	-9

Shown with bars between the fields: 2 of the compounds above
SMILES | Pf apPOL block | mHTT CaM bind
COc1ccc(CCN2C(=O)CC(C(=O)O)SC2=Nc2ccc(Cl)cc2)cc1OC (configuration not stated) | -5 | 17
Cn1c(CC2CCN(S(=O)(=O)Cc3cccc(Cl)c3)C2)nc2cccnc21 (configuration not stated) | -3 | 9

(list continues)
SMILES	Pf apPOL block	mHTT CaM bind
NC(=NCc1ccco1)NC(=O)c1ccccc1	-6	5
COc1ccc(S(=O)(=O)N2CCC(C(=O)Nc3nnc(-c4ccco4)o3)CC2)cc1	-4	16
Cc1ccc(-n2nc3c(c2NC(=O)CC2CCCCC2)CS(=O)(=O)C3)cc1	-7	17
COc1ccc(-n2nc3c(c2NC(=O)c2cccs2)CSC3)cc1	9	27
COc1cc(-c2onc3ccc(Cl)cc23)cc(OC)c1OC	-4	8
Cc1cccc(C2CCCN2C(=O)Cc2ccc(Cl)cc2)c1 (configuration not stated)	-6	25
COCCCNC(=O)c1cccnc1N1CCNC(c2ccccc2)C1 (configuration not stated)	-4	-1
O=C(/C=C/c1ccco1)Nc1ccc(NC(=O)c2cccs2)cc1	1	14
CN(C)c1ccc(CNC(=O)CCC(=O)N2Cc3cccn3-c3ccccc32)cc1	-3	36
c1coc(C2NCCc3ccccc32)c1 (configuration not stated)	-5	.
Cc1ccc(NC(=O)Nc2cc(F)c3nc(N4CCOCC4)ccc3c2)c(C)c1	-1	-5
CC(O)(CNC(=O)C(=O)Nc1cccc(C(F)(F)F)c1)c1ccc2c(c1)OCO2 (configuration not stated)	-3	-15
O=C(NCc1ccc(S(=O)(=O)NCCSCc2ccco2)s1)c1ccccc1	3	.
O=C(c1ccccn1)N1CCN(C(=O)C2CC2c2ccc3c(c2)OCO3)CC1 (configuration not stated)	-4	-6
O=C(Cc1ccc(F)cc1)Nc1ccccc1NC(=O)c1ccco1	-2	-15
CCCn1ccc2oc(C)c(C(=O)N3CCN(c4ccccc4F)CC3)c2c1=O	-3	17
Cc1ccc(S(=O)(=O)NCc2ccccc2)cc1C	-8	-10
CC(=O)NS(=O)(=O)c1ccc(NC(=O)c2ccc(Cl)cc2[N+](=O)[O-])cc1	6&2	7&18
O=C(CSc1oc(-c2cccs2)nc1S(=O)(=O)c1ccccc1)NCC1CCCO1 (configuration not stated)	-8	10
COc1ccc(OCC(=O)Nc2ccc(S(=O)(=O)Nc3cc(OC)nc(OC)n3)cc2)cc1	1	25
O=S(=O)(c1ccc(I)cc1)N1CCSC1c1cccc(Cl)c1 (configuration not stated)	0	-43
CC1(C)CC(=O)C2=C(C1)Nc1ccccc1NC2c1ccco1 (configuration not stated)	6&0	13&6
CCCc1ccc(S(=O)(=O)N2CCC(c3nc4cccnc4n3CC)C2)cc1 (configuration not stated)	-5	11
CCOC(=O)c1nn(-c2ccc(C)cc2)c(=O)cc1NC(=O)c1cc(Cl)ccc1OC	-11	-19
O=C(NCc1ccc(F)cc1)NCC(O)C1CCCCC1 (configuration not stated)	-11	-13

Full records as entered above:
Cc1ccc(-n2nc3c(c2NC(=O)CC2CCCCC2)CS(=O)(=O)C3)cc1 as listed: Pf apPOL block = -7; mHTT CaM bind = 17
COc1ccc(-n2nc3c(c2NC(=O)c2cccs2)CSC3)cc1 as listed: Pf apPOL block = 9; mHTT CaM bind = 27

In the list so far, two have an NH in an aromatic ring.
SMILES	Pf apPOL block	mHTT CaM bind
O=c1c2cn[nH]c2nc(SCc2cccc([N+](=O)[O-])c2)n1-c1ccccc1F	3	42
COc1ccc([N+](=O)[O-])cc1NC(=O)Cc1c(C(=O)O)[nH]c2ccc(Cl)cc12	-5	27

(further entries)
SMILES	Pf apPOL block	mHTT CaM bind
Cc1ccc(NC(=O)c2cccc([N+](=O)[O-])c2C)cc1Cl	-10	5
NC(=O)c1sc2nc3c(c(-c4cccnc4)c2c1N)CCC3	-3	-1
Cc1ccc(N2CCC(C(=O)NCc3ccc(F)cc3)C2=O)cc1Cl (configuration not stated)	-5	0
Cc1cn2c(CN3CCN(C(=O)C(C)C)CC3)c(-c3ccc(F)cc3)nc2s1	-2	43
Brc1ccc(C2=CC(c3ccccc3)n3nnnc3N2)cc1 (configuration not stated)	-1	0
O=[N+]([O-])c1ccc(N2CCN(S(=O)(=O)Cc3ccccc3)CC2)cc1N1CCOCC1	-8	18
Cc1ccccc1NC(=O)CSc1nc(N)c(C#N)c(-c2cccs2)c1C#N	7	14
CSc1nc2sc3c(c2c(=O)n1Cc1ccccc1)CCN(C)C3	-6	9
Cc1nc2scc(-c3cccc(NC(=O)c4ccc(Br)o4)c3)n2c(=O)c1C	6	2
O=c1c2ccccc2nc(-c2ccccc2F)n1Cc1cccc([N+](=O)[O-])c1	1	15
Cc1cc2cc(CNC(=O)Cc3ccc(F)cc3)ccc2n1C	-26	56*
COc1cc(OC)cc(C(=O)N2CCC3(CC2)NC(=O)c2cc(C)ccc2N3C)c1	-1	0
COC(=O)c1cc(Nc2cc(F)ccc2F)c2ccccc2n1	-2	-6
COCC(C)NC(=O)c1cc(-c2ccc(Cl)c(Cl)c2)on1 (configuration not stated)	-2	-2
O=C(Nc1ccc(F)cc1)c1cc(S(=O)(=O)NCCc2ccccc2)ccc1F	-1	-4
Cc1cc(C)cc(NC(=O)c2cnc(-c3ccccc3)nc2-c2ccncc2)c1	2	-7
COc1ccc2[nH]cc(CCN3CC(C(=O)Nc4ccc(C)cc4)CC3=O)c2c1 (configuration not stated)	-7	38
CCOC(=O)C(C)Oc1ccc2oc(=O)cc(-c3cc4cccc(OC)c4o3)c2c1 (configuration not stated)	3	-3
COc1ccc(CCNC(=O)C2CC(=O)N(c3ccc(C)c(Cl)c3)C2)cc1OC (configuration not stated)	3&-7	-2&0
O=C(NCC1CCCO1)C(=O)Nc1ccc(OC(F)(F)F)cc1 (configuration not stated)	-1	-7
COc1ccccc1Nc1snc2[nH]c(C(=O)c3ccc(C)cc3)cc12	0	.
CCN=C1S/C(=C\c2ccc(-c3ccccc3F)o2)C(=O)N1CC	-2	-43
O=C(Nc1cccc(Cl)c1)c1ccc(F)c(S(=O)(=O)NCCc2ccccc2)c1	0	31
O=C(Nc1ccc(F)cc1F)N1CCN2C(=O)c3ccccc3C12c1ccc(Cl)cc1 (configuration not stated)	1	24
COc1ccc(S(=O)(=O)N2CCOCC2)cc1C(=O)Nc1ccc2c(c1)OCO2	-2	3

An excerpt of the results above, for reference:
SMILES	Pf apPOL block	mHTT CaM bind
O=C(Nc1cccc(Cl)c1)c1ccc(F)c(S(=O)(=O)NCCc2ccccc2)c1	0	31
O=C(Nc1ccc(F)cc1F)N1CCN2C(=O)c3ccccc3C12c1ccc(Cl)cc1 (configuration not stated)	1	24
COc1ccc(S(=O)(=O)N2CCOCC2)cc1C(=O)Nc1ccc2c(c1)OCO2	-2	3

The listing continues.
SMILES	Pf apPOL block	mHTT CaM bind
COc1ccc(N2CCN(C(C)=O)C(C)C2=O)c(OC)c1 (configuration not stated)	0	2
CCN(C(=O)CN1C(=O)C2(OCCCO2)c2ccccc21)c1cccc(C)c1	-12	7
O=c1c2ccccc2nc(CSc2nnnn2-c2ccccc2)n1-c1ccccc1	2	1
Cc1cccc(NC(=O)N2CC(c3nc(C)no3)C3(CCOCC3)C2)c1 (configuration not stated)	0	-3
CCc1cc(C(=O)NC2CC2)nc2cc(-c3ccccn3)nn12	-4	-11
O=C(Cc1ccccc1Cl)NC1(O)C(=O)c2ccccc2C1=O	-3	.
Cc1ccccc1CCN1C(=O)CCC1(C)C(=O)NCc1ccccc1 (configuration not stated)	3	-10
C/C=C(\C)CN1CCN(c2cc(C)ccc2C)CC1	-4	-22
O=C(NC1CCCCC1)c1nn2c(c1Br)NC(c1cccs1)CC2C(F)(F)F (configuration not stated)	2	21
Cc1nn(C)cc1CN(C)c1nc(C2CC2)nc2c1CCC2	5	3
O=C(CC(c1ccccc1)S(=O)(=O)c1ccccc1)c1ccccc1 (configuration not stated)	-7	-15
COc1ccccc1CNC(=O)C1c2ccccc2C(=O)N(C)C1c1cccs1 (configuration not stated)	2	-6
CCCN1C(=O)Cc2cc(C(=O)N3CCN(c4cccc(C)c4C)CC3)ccc21	-2	55*
CC(C)(C)c1ccc(C(=O)ON=C2C(C)(C)C3CC[C@]2(C)C3)cc1	-5	.
O=C1c2ccccc2C(=O)c2c1cccc2S(=O)(=O)Nc1ccc(Cl)cc1	-3	70*

Compound activity: PubChem, University of Kansas High Throughput Screening Laboratory
